Assay outcomes from PubChem BioAssay.
AMA1 RON2 block = AMA1-RON2 (P. falciparum) interaction inhibition; Potency, µM (highest dose often 58.2 µM), for the others: top-dose activity change, negative = inhibition, actives largely listed as inhibitors; AlphaScreen AMA1-biotinylated RON2 peptide binding; hit rate 0.2% among 360,000;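 also: 0% = vehicle wells and -100% = peptide control; nearly all actives have a fitted effect of over 45% in size; some results filed as inactive show a strong effect at the top dose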
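AMA1 (3D7) with his tag at 25 nM final met compounds first, then biotinylated RON2 peptide at 25 nM; detection used donor plus acceptor beads, 10 µg/mL apiece, read by AlphaScreen after 30 min at room temperature.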
Tb PYK inh = blocks Trypanosoma brucei pyruvate kinase. TbPYK enzyme, Kinase-Glo Plus ATP luminescence, 45 min. hit rate 0.12% among 410,000. Potency, µM (top dose mostly 76.8 µM), for inactives: at the top dose activity, negative = inhibition, most hits filed as inhibitors. Q57TT1; also: nearly all actives have a fitted effect of over 50% in size
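Luminescence from Kinase-Glo Plus, added after a 45-minute room-temperature reaction, served as the end-point read-out. The enzyme and substrate were preincubated with compound before ADP (130 uM final) initiated turnover. Concentration-effect curves came from normalized qHTS data.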
* marks the source's active call; other numbers are inactive results; [ ] = another dose, or the depositor's remark. Calls follow the shape of the dose curve; as a rule, active = well fitted curve in the direction sought with a large enough effect; inconclusive = small, poorly fitted or top-dose-only effect, or another doubt; inactive = no such curve, though single readings can be large; an effect the other way counts as inactive or inconclusive. Unless noted, % is scaled to controls: 0 for no effect and ±100 for the full control effect; potency is read from the fitted curve at half-maximal effect.

Screening COc1nc(=O)n(C2OC(CO)C(O)C2O)cc1C (stereo not given) returned AMA1 RON2 block 7% and Tb PYK inh -5%.
`Cc1ccc(OCc2nnc(SCC(=O)N3CCc4ccccc43)n2C)cc1` gave AMA1 RON2 block 1% and Tb PYK inh 1%.
`COc1cc(N)c(Cl)cc1C(=O)OCC(=O)NCC1CCCO1` (stereo not given) gave AMA1 RON2 block -3% and Tb PYK inh 0%.
`COC(=O)[C@@]1(Cc2ccc(OC)cc2)[C@H]2c3cc(C(=O)N4CCCC4)n(Cc4c(CO)[nH]cc(C)c4=O)c3C[C@H]2CN1C(=O)c1ccccc1` gave AMA1 RON2 block 0% and Tb PYK inh 0%.
For Cc1ccc(NC(=O)c2ncn(CCCN(C)CCc3ccccn3)n2)cc1C the results were AMA1 RON2 block 13% and Tb PYK inh 2%.
For CCc1nc2c(OCc3cccc(Cl)c3)cccn2c1N(C)C(=O)CC(C)C the results were AMA1 RON2 block 6% and Tb PYK inh 2%.
O=C(COC(=O)c1cccc(OC(F)F)c1)Nc1cccc(S(=O)(=O)N2CCCC2)c1 was read as AMA1 RON2 block -3% and Tb PYK inh 1%.
`CC(CCc1ccccn1)(CCc1ccccn1)C(=O)c1ccccc1` gave AMA1 RON2 block 10% and Tb PYK inh -1%.
`CN(C)S(=O)(=O)c1ccc(/C(O)=C2/C(=O)C(=O)N(CCN3CCCCC3)C2c2cccnc2)cc1` (stereo not given) gave AMA1 RON2 block 0% and Tb PYK inh -7%.
Screening Cc1cccc(CN2CCN(C3CN(Cc4cn(Cc5ccccc5F)nn4)S(=O)(=O)C3)CC2)c1 (stereo not given) returned AMA1 RON2 block 5% and Tb PYK inh -3%.
`COCCOc1cc(NCc2ccccc2)c2ncn(C(C)C)c2c1` gave AMA1 RON2 block inconclusive and Tb PYK inh 39%[activator].
Screening COC(=O)c1cnc(Nc2nc(C(N)c3ccccc3Cl)cs2)nc1C(F)(F)F (stereo not given) returned AMA1 RON2 block 87%[activator] and Tb PYK inh -8%.
For CC(=NNC(=O)c1cc(C)oc1C)c1ccc(Br)s1 the results were AMA1 RON2 block -2%[11.6 µM] and Tb PYK inh 0%.
CCN1C(=O)[C@H]2[C@H]3CN=C(SCc4ccc(C)cc4)N3[C@@](CC)(C(=O)OC)[C@H]2C1=O was read as AMA1 RON2 block 13% and Tb PYK inh -11%.
Screening COc1ccc(NS(=O)(=O)c2cc(C(=O)N3CCCCCC3)ccc2C)cc1 returned AMA1 RON2 block 7% and Tb PYK inh -6%.
`Cc1ccc(-c2c(C(=O)c3ccc(Br)cc3)[nH]c(N)c2C(=O)NCc2ccc(Cl)cc2)cc1` gave AMA1 RON2 block 0% and Tb PYK inh -1%.
For Nc1ccn([C@@H]2O[C@H](CNC(=O)[C@@H](Cc3cn(COCc4ccccc4)cn3)NC=O)[C@@H](O)[C@H]2O)c(=O)n1 the results were AMA1 RON2 block 1% and Tb PYK inh 2%.
`CC1C(=O)N(Cc2cn(CCC3OCCCO3)nn2)CCS(=O)(=O)N1Cc1ccc(-c2cccc(N(C)C)c2)cc1` (stereo not given) gave AMA1 RON2 block -21% and Tb PYK inh 7%.
`OC1c2cc(Cl)ccc2-c2c(Cl)cc(Cl)cc21` (stereo not given) gave AMA1 RON2 block -8% and Tb PYK inh 7%.
For CC(C)C[C@H]1CNC(=O)C(=O)N1C[C@H](Cc1ccc(O)cc1)NC(=O)CC12CC3CC(CC(C3)C1)C2 the results were AMA1 RON2 block 7% and Tb PYK inh 4%.
CCN1C(=O)[C@H]2[C@@H](c3ccc(OC)cc3)N[C@]3(CCCN(Cc4ccc(C(F)(F)F)cc4)C3=O)[C@H]2C1=O was read as AMA1 RON2 block 8% and Tb PYK inh -1%.
Screening Nc1ccn([C@@H]2O[C@H](CNCc3cnc(N4CCOCC4)s3)[C@@H](O)[C@H]2O)c(=O)n1 returned AMA1 RON2 block 7% and Tb PYK inh -3%.
`CCC1(C(=O)NC(=Nc2ccccc2)Nc2ccccc2)CCOC1=O` (stereo not given) gave AMA1 RON2 block 11% and Tb PYK inh -6%.
Screening O=C1CCCCC1Nc1ccc2ccccc2c1 (stereo not given) returned AMA1 RON2 block 30%[activator] and Tb PYK inh -7%.

Next part; the last two above are carried over.
`CCC1(C(=O)NC(=Nc2ccccc2)Nc2ccccc2)CCOC1=O` (stereo not given) gave AMA1 RON2 block 11% and Tb PYK inh -6%.
Screening O=C1CCCCC1Nc1ccc2ccccc2c1 (stereo not given) returned AMA1 RON2 block 30%[activator] and Tb PYK inh -7%.
Screening COc1cc2c(oc(=O)c3cc(C)cc(OC)c32)c2c(C3OC(C)C(O)C(C)(O)C3O)ccc(O)c12 (stereo not given) returned AMA1 RON2 block -3% and Tb PYK inh -13%.
Screening COC(=O)C1=C(\O)CCCC/C=C\1C(=O)O returned AMA1 RON2 block -17% and Tb PYK inh -3%.
`COCCNC(=O)C1(C)CCN(C(=O)c2sccc2C)C1` (stereo not given) gave AMA1 RON2 block 5% and Tb PYK inh -8%.
`COc1cc(C(=O)N2CCN(CC(O)COc3ccccc3)CC2)cc(OC)c1OC` (stereo not given) gave AMA1 RON2 block 4% and Tb PYK inh -5%.
O=S(=O)(c1ccc(Cl)cc1)N1Cc2cc(Br)ccc2-n2nncc2C1 was read as AMA1 RON2 block 1% and Tb PYK inh 0%.
`CC(=O)c1ccc(Nc2nc(-c3ccccc3)nc3ccccc23)cc1` gave AMA1 RON2 block 8% and Tb PYK inh 2%.
O=C(OCC(=O)N1CCN(C(=O)c2ccco2)CC1)c1cc(F)c(F)cc1Cl was read as AMA1 RON2 block -12% and Tb PYK inh -6%.
C=C(C)Cn1c2ccc(NC(=O)NCc3ccccc3)cc2c(=O)n1C was read as AMA1 RON2 block -6% and Tb PYK inh 3%.
For Cc1ccc2c(c1)[C@H]1[C@H](CO2)[C@H](c2ccccc2)[C@]2(C)C(=O)Nc3cc(F)ccc3C(=O)N12 the results were AMA1 RON2 block -17% and Tb PYK inh 3%.
Screening c1cc(-c2cnc3cccnn23)c2cccnc2c1 returned AMA1 RON2 block -10% and Tb PYK inh -3%.
For COc1ccc(CCNC(=O)CNS(=O)(=O)c2ccc(Cl)cc2)cc1 the results were AMA1 RON2 block 4% and Tb PYK inh -12%.
Screening CCN(CC)C(=O)[C@H]1C[C@H](CC(=O)NCCN2CCOCC2)C(=O)N2CCc3c([nH]c4ccc(Cl)cc34)[C@]12C returned AMA1 RON2 block -2% and Tb PYK inh -1%.
For COc1ccc([C@H]2CC(=O)C[C@@H](CCn3cc(CCc4ccccc4)nn3)O2)cc1 the results were AMA1 RON2 block 0% and Tb PYK inh 5%.
`CC1(C(=O)Nc2ccc3c(c2)OCO3)CCN1C(=O)c1ccccc1` (stereo not given) gave AMA1 RON2 block -5% and Tb PYK inh -6%.
For C[C@H](CO)N1C[C@H](C)[C@@H](CN(C)C(=O)Nc2ccccc2)Oc2ccc(NC(=O)Nc3ccc4c(c3)OCO4)cc2C1=O the results were AMA1 RON2 block -1% and Tb PYK inh 3%.
For O=C1NC(=S)NC(=O)C1=Cc1ccc(OCc2ccccc2)cc1 the results were AMA1 RON2 block 9% and Tb PYK inh inconclusive.
For O=C(C[C@@H]1C/C=C\CCC(=O)OC[C@@H]2CCCN2C1=O)N[C@H](CO)Cc1ccccc1 the results were AMA1 RON2 block 2% and Tb PYK inh 2%.
Screening CC(=O)OC[C@H]1O[C@@H](Oc2cc(O)cc3oc(-c4ccc(O)cc4)cc(=O)c23)[C@H](O[C@@H]2O[C@@H](C)[C@H](O)[C@@H](O)[C@H]2O)[C@@H](O)[C@@H]1O returned AMA1 RON2 block 5% and Tb PYK inh 1%.
Screening CSc1nc2ccc(NC(=O)CS(=O)(=O)c3ccccc3)cc2s1 returned AMA1 RON2 block 11% and Tb PYK inh -10%.
`NC(=O)CC1(c2ccccc2)CCCCC1` gave AMA1 RON2 block 1% and Tb PYK inh 1%.
`Cc1ccc(S(=O)(=O)Nc2ccccc2N2CCCCC2)cc1` gave AMA1 RON2 block 12% and Tb PYK inh -7%.
COc1cccc(NC(=O)COC(=O)CC2CC3CCC2C3)c1 (stereo not given) was read as AMA1 RON2 block 8% and Tb PYK inh 9%.
For CC(=O)N(C)C[C@H]1Oc2cc(Br)ccc2S(=O)(=O)N([C@H](C)CO)C[C@@H]1C the results were AMA1 RON2 block -7% and Tb PYK inh 1%.
`COc1ccc(OCCN2CCCC2)cc1Nc1nnc(Cl)c(Nc2ccccc2S(C)(=O)=O)n1` gave AMA1 RON2 block -16% and Tb PYK inh -1%.

Entries shown so far that have an aryl thioether with sulfur outside any ring:
`Cc1ccc(OCc2nnc(SCC(=O)N3CCc4ccccc43)n2C)cc1` gave AMA1 RON2 block 1% and Tb PYK inh 1%.
Screening CSc1nc2ccc(NC(=O)CS(=O)(=O)c3ccccc3)cc2s1 returned AMA1 RON2 block 11% and Tb PYK inh -10%.

Other results
For COC(=O)[C@]12CCCCC=C1N(Cc1ccco1)C(=O)[C@H](CC(=O)NCCc1ccccc1OC)C2 the results were AMA1 RON2 block -1% and Tb PYK inh -7%.
For CC(CNC(=O)CCc1ccccc1)NC(=O)CCc1ccccc1 (stereo not given) the results were AMA1 RON2 block -4% and Tb PYK inh -2%.
For C[C@H](CO)N1C[C@H](C)[C@@H](CN(C)C(=O)NC2CCCCC2)Oc2c(NS(=O)(=O)c3cn(C)cn3)cccc2C1=O the results were AMA1 RON2 block -6% and Tb PYK inh 4%.
Screening C(=NOCCc1ccccc1)c1cccnc1 returned AMA1 RON2 block -10% and Tb PYK inh 5%.
Screening CC(C)C[C@@H]1COc2cc(N3CCC[C@@H]3CO)ccc2S(=O)(=O)N1 returned AMA1 RON2 block 4% and Tb PYK inh -5%.
`CC(C)C1C(=O)N(Cc2cn(CCC3OCCO3)nn2)CCS(=O)(=O)N1Cc1ccc(-c2ccncc2)cc1` (stereo not given) gave AMA1 RON2 block -2% and Tb PYK inh -10%.
Cc1cccnc1NC(=O)c1ccc(S(=O)(=O)N2CCCC2)cc1 was read as AMA1 RON2 block -9% and Tb PYK inh 0%.
`O=C(CSc1nnnn1C1CC1)Nc1cc(S(=O)(=O)N2CCCC2)ccc1Cl` gave AMA1 RON2 block -8% and Tb PYK inh -3%.
Screening COc1ccc(C2CC(=O)Oc3ccc(OC)cc32)cc1 (stereo not given) returned AMA1 RON2 block -5% and Tb PYK inh 3%.
COc1ccc(C(O)c2ncc(-c3ccccc3)[nH]2)c(OC)c1 (stereo not given) was read as AMA1 RON2 block -5% and Tb PYK inh -3%.
`OC(c1ccc(F)c(F)c1)c1nc(-c2ccccc2)cs1` (stereo not given) gave AMA1 RON2 block -1% and Tb PYK inh -3%.
CCCC(=O)N1CCC1(C)C(=O)NCc1ccccc1SC (stereo not given) was read as AMA1 RON2 block 3% and Tb PYK inh -3%.

4 compounds drawn at random from the list so far:
O=C(COC(=O)c1cccc(OC(F)F)c1)Nc1cccc(S(=O)(=O)N2CCCC2)c1 was read as AMA1 RON2 block -3% and Tb PYK inh 1%.
Screening CCN(CC)C(=O)[C@H]1C[C@H](CC(=O)NCCN2CCOCC2)C(=O)N2CCc3c([nH]c4ccc(Cl)cc34)[C@]12C returned AMA1 RON2 block -2% and Tb PYK inh -1%.
`OC1c2cc(Cl)ccc2-c2c(Cl)cc(Cl)cc21` (stereo not given) gave AMA1 RON2 block -8% and Tb PYK inh 7%.
CCN1C(=O)[C@H]2[C@@H](c3ccc(OC)cc3)N[C@]3(CCCN(Cc4ccc(C(F)(F)F)cc4)C3=O)[C@H]2C1=O was read as AMA1 RON2 block 8% and Tb PYK inh -1%.

Later entries
`Cc1ccc(C(O)c2ncc(-c3cccc(C(F)(F)F)c3)[nH]2)cc1` (stereo not given) gave AMA1 RON2 block 2% and Tb PYK inh -1%.
CN1/C(=C/C(=O)COC(=O)CN2C(=O)C3CC=CCC3C2=O)C(C)(C)c2ccccc21 (stereo not given) was read as AMA1 RON2 block 11% and Tb PYK inh -4%.
For COc1ccc(OC)c(C(=O)COC(=O)c2ccc([N+](=O)[O-])o2)c1 the results were AMA1 RON2 block -10% and Tb PYK inh -5%.
For N#CC(CC(=O)c1ccc(Cl)cc1)c1ccccc1 (stereo not given) the results were AMA1 RON2 block -1% and Tb PYK inh -4%.
Screening CCN(CC)S(=O)(=O)c1ccc(-c2cn3ccccc3n2)cc1 returned AMA1 RON2 block -3% and Tb PYK inh -5%.
`Cc1ccc(Cc2c(-c3ccc(Cl)cc3)nc3c(C)cc(Br)cn23)cc1` gave AMA1 RON2 block -9% and Tb PYK inh -1%.
Screening CC(C)[C@H](NC(=O)c1ccccc1F)C(=O)OCC(=O)NC(=O)NC1CCCCC1 returned AMA1 RON2 block 6% and Tb PYK inh 6%.
CC(=O)C1CCC2C3CC=C4N(C)C(=O)CCC4(C)C3CCC12C (stereo not given) was read as AMA1 RON2 block 5% and Tb PYK inh -4%.
Cc1cn(C(C)C)c(=O)n(-c2ccccc2)c1=O was read as AMA1 RON2 block -10% and Tb PYK inh 0%.
Screening ClCCN(CCCl)c1ccc(C=NNc2ncccn2)cc1 returned AMA1 RON2 block 32%[activator] and Tb PYK inh -10%.
For CC1(C(=O)NS(=O)(=O)c2cccc(C#N)c2)CCN1C(=O)Cc1ccc(Cl)cc1Cl (stereo not given) the results were AMA1 RON2 block 18% and Tb PYK inh 6%.
`COC(=O)C1C2OC(C(Br)C2Br)C1C(=O)OC` (stereo not given) gave AMA1 RON2 block -7% and Tb PYK inh 6%.

Not all compounds are listed (hit frequency here may not be typical).
